p53 reactivator = mutant p53 re-activation in reporter cells. actives 0.063% (n = 320,000). Potency, µM (doses to about 92.2 µM), without a hit: at the highest dose activity change, positive = activation, usual class: activators. H1299 p53-A138V BP100-luciferase reporter, luminescence, 24 h; also: potency is read from the fitted curve at half-maximal effect; % of control where 0% means no effect; nearly all actives have a fitted effect of over 45% in size
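p53-null H1299 cells stably carrying temperature-sensitive p53-A138V and a BP100-luciferase reporter were pinned with compounds (4-point, 1:5 series) and held 24 hrs at 37 deg C. Luminescence was read 10 min after detection reagent.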
ELG1 DNA repair = inhibitors of ELG1-dependent DNA repair in HEK293T cells; HEK293T ELG1-luciferase reporter, luminescence, 16 h; DNA damage induced by 5-fluorouridine; Potency, µM (top dose mostly 46.1 µM), without a hit: at the highest dose activity change, negative = inhibition, hits mostly inhibitors; actives 2.3% (n = 330,000); also: potency is read from the fitted curve at half-maximal effect; % is scaled to controls: 0 for no effect and ±100 for the full control effect; nearly all actives have a fitted effect of over 55% in size
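Reporter activity after DNA damage by 5-fluorouridine is monitored. Compound-treated cells incubate 16 hr at 37 °C, then ONE-Glo is added for 30 min before luminescence reading.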
AT treatment = potential ataxia-telangiectasia treatments restoring KAP-1 phosphorylation. AID 485349. Potency, µM (series often up to 57.5 µM), for inactives: at the top dose activation, most hits filed as activators. actives 0.19% (n = 320,000). […] A-T fibroblasts, KAP-1 phosphorylation AlphaLISA; neocarzinostatin DNA damage 30 min before lysis; also: potency is read from the fitted curve at half-maximal effect; % of control where 0% means no effect; nearly all actives have a fitted effect of over 45% in size
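hTERT-immortalized A-T patient fibroblasts ([…]), 500 cells/well in OPTI-MEM, 1% FBS, got compounds for 60 min, then NCS for 30 min at 37C. Lysates were then assayed for phospho-KAP-1 by AlphaLISA (anti-pKAP1 donor, anti-KAP1 acceptor beads), 6 hr at 25C.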
TCR act = activators of T cell receptors | AID 504894 | 330,000 tested, under 10 active | primary human leukocytes, anti-CD3, IL-2 HTRF, 48 h | Potency, µM (highest dose often 9.22 µM), for inactives: at the highest dose activation of IL-2 secretion, usual class: activators; also: % of control where 0% means no effect
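HTRF read-out of IL-2 secretion: europium cryptate donor excited at 320nm, d2 acceptor emission at 665nm. Cells were primary human leukocytes incubated 48 hr with compounds and a-CD3 beads, supplying TCR signal only.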
BRCA1 expr up = increases BRCA1 expression; MCF7-BRCA1-FFLuc reporter, luminescence, 48 h; response scale: scaled: vehicle 0%, 10 µM genistein 100%; Potency, µM (titrated, usually from 46.1 µM), for the others: at the top dose activation, most hits filed as activators; actives 1.1% (n = 380,000); AID 624202; also: potency is read from the fitted curve at half-maximal effect; nearly all actives have a fitted effect of over 80% in size; some results filed as inactive show a strong effect at the top dose
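Luminescence from a BRCA1-driven firefly luciferase in MCF7 cells was read after 48 h compound exposure at 37 C. Data normalized against DMSO and a 10microM genistein activation control, then curve-fitted across the titration.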
B2AR arrestin = beta2AR (human) beta-arrestin recruitment activity; Potency, µM (doses to about 46.1 µM), without a hit: at the highest dose activation, hits mostly activators; actives 0.02% (n = 330,000); beta-arrestin recruitment to beta2AR, cell-based reporter; P07550;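 also: potency is read from the fitted curve at half-maximal effect; 0% = DMSO controls and full agonism = EC100 isoproterenol or metaproterenol; nearly all actives have a fitted effect of over 65% in size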
a7 integrin act = integrin-mediated muscular dystrophy alleviation activation; alpha7betagal myoblasts, beta-gal FDG fluorescence, 48 h; Potency, µM (highest dose often 38.3 µM), for the others: at the top dose activation, actives largely listed as activators; actives 0.064% (n = 350,000); AID 624291;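 also: potency is read from the fitted curve at half-maximal effect; 100% = response of the positive control SU9516; nearly all actives have a fitted effect of over 60% in size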
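alpha7betagal+/- myoblasts (passage 13, 250/well) treated 48 h at 37C with compounds at 1:260 dilution of DMSO stock. Lysed, then beta-galactosidase activity read as FDG fluorescence (ex 480/em 540) after 30 min, with pre-read for autofluorescence.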
TRPV1 agonist = human TRPV1 agonism; activation, % at 8.33 µM; Q8NER1; TRPV1-expressing cells, Fluo-8 calcium influx, agonist mode; actives 0.19% (n = 320,000); AID 540275; in the data active = activation above about 80%; inconclusive = between about 30% and that limit; also: 0% is about no effect
Target sequence (Q8NER1 whole entry, looked up): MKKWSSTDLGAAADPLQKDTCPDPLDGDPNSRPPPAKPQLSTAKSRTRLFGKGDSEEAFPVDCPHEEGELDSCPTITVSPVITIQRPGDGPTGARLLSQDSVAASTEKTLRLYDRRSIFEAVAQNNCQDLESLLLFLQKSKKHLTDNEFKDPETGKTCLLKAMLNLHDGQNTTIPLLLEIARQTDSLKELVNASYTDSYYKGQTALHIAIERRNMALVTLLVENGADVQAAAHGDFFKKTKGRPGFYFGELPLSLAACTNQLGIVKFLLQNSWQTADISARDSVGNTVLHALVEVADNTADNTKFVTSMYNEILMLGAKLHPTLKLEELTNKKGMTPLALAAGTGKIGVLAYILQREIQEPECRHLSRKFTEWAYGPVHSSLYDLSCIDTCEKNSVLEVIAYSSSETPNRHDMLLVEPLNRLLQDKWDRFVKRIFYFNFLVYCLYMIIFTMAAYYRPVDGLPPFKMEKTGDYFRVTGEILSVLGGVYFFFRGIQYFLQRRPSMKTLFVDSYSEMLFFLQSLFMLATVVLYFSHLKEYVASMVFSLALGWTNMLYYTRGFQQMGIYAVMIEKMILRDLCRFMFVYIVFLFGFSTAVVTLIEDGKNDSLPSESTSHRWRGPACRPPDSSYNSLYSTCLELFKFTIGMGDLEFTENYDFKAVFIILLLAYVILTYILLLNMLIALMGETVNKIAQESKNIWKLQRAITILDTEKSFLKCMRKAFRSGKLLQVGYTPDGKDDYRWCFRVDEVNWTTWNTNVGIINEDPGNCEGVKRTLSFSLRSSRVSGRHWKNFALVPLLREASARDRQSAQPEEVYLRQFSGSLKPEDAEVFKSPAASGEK
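Cells expressing TRPV1 were dye-loaded with Fluo-8 and read kinetically: 10 s baseline, 3 min after compound (agonist portion), then 2 min after EC20 capsaicin (allosteric enhancer portion). Calcium-bound dye fluorescence at 480/520 nm.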
MLL CXXC-DNA inh = inhibitors of human MLL CXXC domain-DNA interaction; Potency, µM (top dose mostly 115 µM), for inactives: at the top dose activity change, negative = inhibition, usual class: inhibitors; actives 0.037% (n = 290,000); Q03164; AID 2662; MLL-CXXC / FITC-HOXA9 DNA fluorescence polarization; active = well fitted inhibition curve with a large enough effect in the polarisation, with a control signal flat, not every such curve was filed as active; inconclusive = small, poorly fitted or top-dose-only effect, or effect the other way, or a change in a side signal; inactive = no such curve, though single readings can be large or run the other way; the % refers to the polarisation; also: potency is read from the fitted curve at half-maximal effect
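Fluorescence polarization: 7 uM MLL-CXXC (stock) preincubated 5 min with compounds, then 50 nM fluorescein-HOX-A9 DNA (stock) added; 30 min ambient. Buffer 50 mM Tris-HCl pH 7.5, 50 mM NaCl, 1 mM DTT, 0.05% BSA.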
TSG101-PTAP inh = blocks PTAP/TSG101 interaction to inhibit HIV-1 budding; Fluorescence polarization, FITC-PTAP peptide / Tsg101 binding; Potency, µM (doses to about 115 µM), without a hit: top-dose activity change, negative = inhibition, hits mostly inhibitors; 340,000 tested, under 10 active; active = well fitted inhibition curve with a large enough effect in the main read-out, with a control signal flat, not every such curve was filed as active; inconclusive = small, poorly fitted or top-dose-only effect, or effect the other way, or a change in a side signal; inactive = no such curve, though single readings can be large or run the other way; also: potency is read from the fitted curve at half-maximal effect; % of control where 0% means no effect
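Tsg101 binding domain (10 uM final) was mixed with compound and a FITC-labeled PTAP peptide (50 nM final) in HEPES pH 7.5 buffer with NaCl, Tween 20, EDTA and TCEP; fluorescence polarization was read after 20 min at r.t.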
An asterisk follows results filed as active; ? = inconclusive; / = no result given; [ ] = remark or other dose. Unless noted, calls follow the shape of the dose curve; as a rule, active = well fitted curve in the direction sought with a large enough effect; inconclusive = small, poorly fitted or top-dose-only effect, or another doubt; inactive = no such curve, though single readings can be large; an effect the other way counts as inactive or inconclusive.

Structure	a7 integrin act	TSG101-PTAP inh	TRPV1 agonist	MLL CXXC-DNA inh	ELG1 DNA repair	BRCA1 expr up	B2AR arrestin	AT treatment	p53 reactivator	TCR act
COc1cccc(NC(=S)N(C)C2CCN(C)CC2)c1	-40%	-1%	-1	-4%	?	0%	-0.1%	4%	14%	-2%
C=CCN(C(=O)Cn1ncc2c1-c1cc(C)ccc1OC2)c1ccccc1	-9%	0%	-4	-9%	?	-15%	-0.4%	2%	-6%	-2%
O=C(NC1CCCC1)C(c1ccncc1)N(C(=O)c1ccco1)c1ccc(F)c(Cl)c1 (configuration not stated)	-11%	-8%	1	4%	0%	-10%	0.3%	1%	1%	-15%
CC1CCN(C(=O)COC(=O)c2ccc(Br)o2)CC1	19%	-6%	-2	0%	?	0%	-0.2%	-7%	15%	-5%
COc1ccc(C(=O)Nc2ccc(-c3ccc(C)o3)cc2)cc1S(=O)(=O)N1CCOCC1	-22%	1%	0	6%	15µM*	-56%	-1.0%	2%	1%	-6%
COc1ccc(OCC(=O)Nc2ccccc2OC)cc1	11%	-4%	7	-4%	20%	2%	0.1%	12%	14%	/
CCN1C[C@@H]2[C@@H]3C(=O)N(Cc4ccccc4)C(=O)[C@@H]3[C@](C)(C1=O)N2C(=O)c1ccc(Cl)c(Cl)c1	-4%	-1%	/	/	/	0%	/	/	/	-5%
CC(=O)Nc1c(NC(C)C)c2ccccc2oc1=O	18%	2%	-1	6%	-10%	43%	-0.6%	8%	-1%	-16%
Cc1ccsc1C1C(C#N)=C(N)N(N(C)C)C2=C1C(=O)CC(C)(C)C2 (configuration not stated)	-18%	0%	4	-3%	-3%	-3%	-0.1%	-6%	-1%	-1%
O=C(OCC(=O)N1CCCCC1)c1ccccc1SCC(=O)N1CCCCC1	-4%	-7%	-3	4%	-4%	-3%	0.0%	18%	2%	-6%
O=C(Nc1ccc(C(=O)Nc2ccccc2Cl)cc1)c1cccnc1	-20%	-3%	6	-2%	?	25%	-0.1%	3%	-2%	8%
O=C(CCC(=O)c1cccs1)NCC(=O)Nc1ccc(F)c(F)c1F	27%	0%	-11	-5%	-6%	7%	-0.8%	-14%	-1%	6%[46.1 µM]
CC(=O)c1c(C)[nH]c(C(=O)Nc2ccc(Cl)cc2F)c1C	24%	-6%	28	6%	?	?	0.0%	2%	?	5%
CCCCCCCC1=CC2=CC(=O)C(C)(OC(C)=O)C(=O)C2=CN1CCc1ccccc1 (configuration not stated)	/	/	1	7%	-11%	/	-1.3%	14%	2%	/
Cc1cccc(CNC(=O)C(C)n2nc(C)c3c(C)n(-c4ccccc4)nc3c2=O)c1 (configuration not stated)	20%	-6%	-2	-1%	-26%	4%	-0.8%	-6%	0%	-2%
C=CCOC(=O)C1=C[C@@H](c2cn(C(C)=O)c3ccccc23)C[C@@H](OCc2ccc(CO)cc2)O1	37%	-2%	/	/	/	-7%	/	/	/	3%
COc1ccc(CNC(=O)CN(C(=O)c2snc(C(N)=O)c2N)c2ccc(F)cc2)cc1	-64%[inhibitor]	0%	2	27%	-5%	-20%	0.4%	-4%	-3%	1%
O=C(CCCCCNc1nc(=S)[nH]c2ccccc12)NCCC1=CCCCC1	1%	-1%	-4	20%	-3%	-19%	-0.2%	6%	-2%	-4%
CCCc1ccc2oc(C(=O)NCCCN3CCOCC3)c(C)c2c1	-31%[inhibitor]	-2%	?	-3%	?	?	0.1%	14%	?	-3%
CC(C)(C)OC(=O)NC(CCCCNC=O)C(=O)O (configuration not stated)	0%	-5%	1	1%	?	-1%	-0.1%	-2%	1%	5%
O=C1c2cccc([N+](=O)[O-])c2C(=O)N1c1cccnc1	-1%	-2%	5	0%	9%	-27%	-0.7%	-9%	1%	2%
Cc1cc(C)cc(N(C(=O)c2csnn2)C(C(=O)NC2CCCCC2)c2ccccn2)c1 (configuration not stated)	-23%	-2%	10	9%	2%	-34%	-0.4%	-14%	-1%	-2%
O=C(Nc1ccnc(-c2ccncc2)n1)c1ccc(Cl)cc1	?	0%	-2	-2%	17%	-10%	-0.2%	5%	1%	4%
O=C(NC(=S)Nc1ccc(N2CCCCC2)c(Cl)c1)c1cccs1	-42%	0%	/	/	/	-10%	/	/	/	5%
CC1CCCC(C)N1C(=O)c1ccc(S(=O)(=O)NCc2ccco2)cc1 (configuration not stated)	-30%	1%	9	6%	12µM*	-12%	-0.5%	-1%	-2%	-4%
O=C(CN1CCCC1)N1c2ccccc2Sc2ccc(Cl)cc21	14%	0%	1	-4%	-21%	-2%	-0.4%	16%	-11%	-1%
O=C(COC(=O)C1(c2ccccc2)CC1)NNC(=O)c1ccccc1	-34%	-8%	0	/	13%	-12%	-0.7%	12%	-3%	-1%
Cc1c(C(=O)Nc2cccc([N+](=O)[O-])c2)cnn1-c1ccccc1	41%	-3%	103*	-7%	?	2.5µM*	0.3%	-1%	-1%	-2%
Nc1cc(Cl)c(N)cc1Cl	-6%	-1%	2	6%	-3%	4%	0.1%	-9%	-2%	3%
CC(=O)Oc1cc2oc(=O)cc(C)c2cc1OC(C)=O	-18%[7.66 µM]	-3%	2	24%	4%	-10%	0.5%	6%	3%	-6%
CC(=O)Nc1sc(NC(=O)c2ccco2)nc1-c1cccs1	-6%	1%	0	-5%	17%	-16%	-0.2%	4%	6%	7%
CCc1c(C)[nH]c2nc3ccccc3n2c1=O	-6%	-4%	2	20%	-4%	4%	-0.8%	0%	9%	-7%
CC1(C)CC(=O)C2=C(C1)N(c1cccc(Cl)c1)C(=O)NC2(C(F)(F)F)C(F)(F)F	6%	-4%	-2	2%	14%	-21%	-0.9%	-3%	-6%	-4%[46.1 µM]
Cc1cc(NC(=O)CSCC(=O)OCc2nnc(-c3ccc(F)cc3)o2)no1	-4%	-4%	/	/	-2%	-9%	-0.6%	-8%	0%	0%
Cc1cccc(NC(=S)NC(=O)CC2CC(C)(C)OC2=O)c1 (configuration not stated)	9%	1%	1	-1%	-4%	6%	-0.1%	-1%	-1%	-11%
CN(CC(=O)Nc1ccccc1Cl)CC(=O)Nc1sc2c(c1C(N)=O)CCC2	29%	-4%	10	/	4.6µM*	-42%	0.5%	-1%	-7%	11%
C=CCNC(=O)c1cc2c(=O)c3ccccc3oc2nc1C	-9%	0%	2	36%[activator]	25%	-1%	0.2%	0%	7%	/
COc1ccc(C2CC(=O)C(C=NCCN3CCN(C(C)=O)CC3)=C(O)C2)cc1 (configuration not stated)	?	-5%	0	6%	10%	-7%	-1.3%	3%	8%	4%[46.1 µM]
Cc1ccsc1C(=O)Nc1cccc(-n2cnnn2)c1	12%	-3%	?	5%	9%	-11%	0.3%	7%	-3%	-3%
CC(Oc1cc2oc(=O)c3c(c2cc1Cl)CCC3)C(=O)NCc1ccccn1 (configuration not stated)	-20%	0%	-1	-1%	-1%	12%	0.4%	0%	-3%	8%
Cc1ccc(-n2nc(C)c3c(-c4cccs4)c(C#N)c(N)nc32)cc1	-23%	-4%	-3	6%	13µM*	-79%	-0.9%	32%	3%	-2%
COc1cccc(/C=N/NC(=O)CNC(=O)COc2cccc(C)c2)c1O	-23%	-3%	1	6%	?	-73%	-1.0%	11%	26%	-8%
CCCCCNc1nc(N2CCCC2)c2c(c1C#N)CCN(C)C2	-55%[inhibitor]	-3%	24	15%	-7%	-42%	-0.3%	9%	?	-2%
Cc1ccc(-c2csc(NC(=O)c3c(C)noc3C)n2)s1	-37%	1%	/	/	?	-15%	0.1%	11%	?	8%[46.1 µM]
CC(C)C(OC(=O)CN1C(=O)COc2ccccc21)C(=O)NC1CCCC1 (configuration not stated)	-13%	1%	9	-1%	-22%	1%	0.1%	-2%	-4%	3%
O=C(N/C(=C/c1cn(-c2ccccc2)nc1-c1ccccc1)C(=O)N1CCOCC1)c1ccc(Cl)cc1Cl	20%	-2%	-2	-1%	-7%	-3%	-0.2%	8%	-1%	0%[46.1 µM]
COc1ccc(C)cc1NC(=O)CN(C)S(=O)(=O)c1ccc2c(c1)CCCN2C(C)=O	?	-1%	29	-1%	-5%	-3%	-0.8%	-3%	-7%	-10%
S=c1[nH]c(-c2ccccc2)cn1/N=C/c1ccccc1Br	-17%	6%	5	15%	6%	-33%	0.8%	5%	0%	-5%
CCN1CCN(CCCOc2ccc(Cl)cc2Br)CC1	-75%[inhibitor]	-4%	-1	-6%	26%	-28%	-0.4%	5%	-7%	13%
Cc1ccc2nsnc2c1S(=O)(=O)NCc1cccnc1	0%	-4%	1	-1%	27%	4%	-0.9%	2%	0%	-2%
CN(C(=O)c1ccc(NC(=O)Cc2cccc(NC(=O)C3CCCN(C(=O)CCc4ccccc4)C3)c2)cc1)C1CC1 (configuration not stated)	1%	2%	/	/	/	15%	/	/	/	0%
